Screens deposited in PubChem by National Center for Advancing Translational Sciences (NCATS).
D2 antag = antagonizes the human D2 dopamine receptor; P14416; HEK293 TREx D2 cells, calcium flux, dopamine EC80; inhibition, % at 10 µM; 2% of 340,000 active; AID 485344; in the data active means inhibition above about 30%; further: 0% is about no effect
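Tetracycline-induced HEK293 T-REx cells expressing D2 force-coupled to calcium signalling were dye-loaded, exposed to compound for 180 s, then challenged with an EC80 of dopamine; calcium flux was followed kinetically for a further 180 s.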
D1 PAM = potentiators of human D1 dopamine receptor. HEK293 TREx D1 cells, calcium flux, dopamine EC20 potentiation. potentiation, % at 10 µM. 0.036% of 360,000 active. AID 504651; in the data active means potentiation above about 30%; further: 0% is about no effect
Target sequence (P21728 whole entry, looked up): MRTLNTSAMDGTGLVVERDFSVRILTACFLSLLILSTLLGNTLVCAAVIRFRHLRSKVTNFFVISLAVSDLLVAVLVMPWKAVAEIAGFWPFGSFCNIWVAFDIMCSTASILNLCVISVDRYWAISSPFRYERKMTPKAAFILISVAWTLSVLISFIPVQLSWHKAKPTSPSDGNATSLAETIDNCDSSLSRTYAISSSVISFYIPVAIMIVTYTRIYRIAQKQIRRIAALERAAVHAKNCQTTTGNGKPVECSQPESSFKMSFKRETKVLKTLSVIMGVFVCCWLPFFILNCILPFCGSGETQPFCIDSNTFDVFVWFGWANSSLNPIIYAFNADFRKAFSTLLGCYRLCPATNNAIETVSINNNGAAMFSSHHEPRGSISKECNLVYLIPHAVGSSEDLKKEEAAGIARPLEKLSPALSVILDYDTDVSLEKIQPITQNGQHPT
RXFP1 agonist = agonists of human relaxin receptor RXFP1; Q9HBX9; HEK293T-RXFP1 cAMP TR-FRET, 30 min; response scale: percent of porcine relaxin response, buffer zero; Potency, µM (titrated, usually from 57.5 µM), for the others: at the highest dose activation, hits mostly activators; 0.3% of 370,000 active; AID 2676; active means well fitted activation curve with a large enough effect; inconclusive means small, poorly fitted or top-dose-only effect; further: potency means the concentration at half of the fitted maximal effect; on the % scale 0 is the no-effect control and ±100 the full control effect; nearly all actives have a fitted effect of over 60% in size; many of its hits are not listed in these tables
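HEK293T cells stably expressing RXFP1 were pretreated with the PDE4 inhibitor Ro 20174, exposed to compounds for 30 min at 37C, lysed, and cAMP was read by TR-FRET. Data normalized to buffer (basal) and 29 nM porcine relaxin (100%).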
D2 agonist = agonists of human D2 dopamine receptor; activation, % at 2 µM; 0.53% of 340,000 active; HEK293 T-REx D2 cells, calcium flux agonist mode; AID 485358; P14416;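 active means activation over 3 SD above normal in the single-dose calcium agonist read, cut at about 30% in these data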; further: 0% is about no effect
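HEK293 Trex D2 cells, tetracycline-induced, o/n 30 C 5% CO2; no-wash Ca dye, RT 30–90 min; 10-cycle baseline, 23 nl cpd added, kinetic Ca read 180 s; agonist hits = positive Ca response.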
D1 ag = agonists of human D1 dopamine receptor; activation, % at 2 µM; 1% of 360,000 active; HEK293 T-REx D1 cells, calcium flux, agonist mode; AID 504660; in the data active means activation above about 30%; further: 0% is about no effect
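Tetracycline-induced HEK293 TREx D1 cells, force-coupled to calcium signalling, were dye-loaded with a no-wash calcium kit. Compound was pin-added after a 10 s baseline. Fluorescence was read kinetically at 1 cycle/s for 180 s, with calcium rises flagged as agonism.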
RXFP1 antagonist = antagonists of human relaxin receptor RXFP1. Q9HBX9. HEK293-RXFP1, relaxin-stimulated cAMP HTRF, 30 min; stronger effect = lower value. activity change, negative = inhibition, % at 57.5 µM. 0.59% of 350,000 active;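 active means activity change of -60% or lower, but not beyond a set lower limit; inconclusive means change between -60% and -40%, or beyond the set limit; inactive means change above -40%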; further: on the % scale 0 is the no-effect control and ±100 the full control effect
D1 antag = human D1 dopamine receptor antagonism; AID 504652; HEK293 TREx D1 cells, calcium flux, dopamine EC80; stronger effect = lower value; activity change, negative = inhibition, % at 10 µM; 3.2% of 360,000 active; in the data active means activity change below about -30%; further: on the % scale 0 is the no-effect control and ±100 the full control effect
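Calcium flux readout: force-coupled, inducible Hek293 Trex D1 line, cells induced overnight at 30 C with tetracycline, dye-loaded 30–90 min at RT. Antagonism scored against EC80 dopamine challenge given 180 s after compound.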
D2 potentiator = positive allosteric modulators of human D2 dopamine receptor. P14416. HEK293 T-REx D2, calcium flux, EC20 dopamine potentiation. potentiation, % at 10 µM. 0.34% of 340,000 active. AID 485347;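 active means potentiation over 3 SD above the plate norm, cut at about 30% in these data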; further: 0% is about no effect
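Tetracycline-induced Hek293 Trex D2 cells, force-coupled to calcium, loaded with no-wash calcium dye. Compound added with 180 s kinetic read for agonism, then EC20 dopamine and a further 180 s read for potentiation.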
TRHR PAM = allosteric enhancers of human TRH receptor; P34981; TRHR cells, fluo-8 calcium fluorescence, EC20 TRH enhancement; enhancement, % at 2 µM; 0.66% of 360,000 active; in the data active means enhancement above about 30%; further: 0% is about no effect
Target sequence (P34981 whole entry, looked up): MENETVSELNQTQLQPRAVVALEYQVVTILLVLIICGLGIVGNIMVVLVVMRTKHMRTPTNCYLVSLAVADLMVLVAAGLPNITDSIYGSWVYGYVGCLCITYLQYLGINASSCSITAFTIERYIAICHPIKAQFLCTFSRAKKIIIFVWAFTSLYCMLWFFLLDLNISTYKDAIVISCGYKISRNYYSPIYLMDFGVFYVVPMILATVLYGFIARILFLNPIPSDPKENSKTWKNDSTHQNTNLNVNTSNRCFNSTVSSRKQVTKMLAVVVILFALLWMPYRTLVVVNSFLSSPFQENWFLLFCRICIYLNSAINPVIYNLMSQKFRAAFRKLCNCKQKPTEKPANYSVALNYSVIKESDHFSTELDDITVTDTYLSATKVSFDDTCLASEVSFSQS
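Enhancer read-out: after compound pinning and an initial kinetic agonist-mode read, an EC20 of TRH (10 nM final) was injected and fluo-8 calcium signal (Ex 480/Em 530) followed at 1 s/cycle for 100 cycles in TRHR-expressing cells.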
* marks the source's active call; other numbers are inactive results; ? = inconclusive; . = no result given. The list is partial; count on the stated rates, not on these rows.

SMILES | D2 antag | D1 PAM | RXFP1 agonist | D2 agonist | D1 ag | RXFP1 antagonist | D1 antag | D2 potentiator | TRHR PAM
O=C(NC1CC1)C1=C[C@@H](C2CCCCC2)C[C@@H](OCCCCO)O1 | . | -4 | 2.8% | . | 0 | . | -23 | . | -5
O=C(Nc1ccc(F)cc1)c1ncn(-c2ccccc2)n1 | . | 1 | 3.9% | -0.1 | -1 | -11 | -5 | -18 | -5
CC(C)(C)c1ccc(-c2nc(O)c(CC(=O)O)s2)cc1 | -15 | 0 | 0.5% | 0.6 | 6 | . | -21 | 1 | 8
CC(C)Oc1ccc(/C=N/NC(=O)c2nnn(-c3nonc3N)c2CN(C)C2CCCCC2)cc1 | 2 | 9 | 0.3% | -0.4 | 8 | 6 | 14 | -1 | 4
N#Cc1ccc(-c2ccc(F)cc2)nc1Oc1ccc(F)cc1 | -5 | 1 | 9.8% | -0.3 | 5 | -5 | 19 | -4 | 3
CC(=O)Nc1ccc(NC(=O)c2ccccc2S(=O)(=O)c2ccc([N+](=O)[O-])cc2)cc1 | -13 | 9 | 0.4% | -0.1 | 2 | -5 | 8 | -5 | 4
CCOC(=O)c1ccccc1NC(=O)CSc1ncc(C(=O)OCC)c(N)n1 | 19 | 2 | 7.4% | 0.6 | 3 | -16 | -24 | 0 | 1
CNC(=O)C1C2C=CC3(O2)C1C(=O)N(C1CC1)C3C(=O)NCc1ccc(OC)cc1 (stereo not drawn) | -4 | -6 | -0.8% | 3.0 | 4 | 8 | -14 | . | -8
COc1ccccc1-c1nc(SCC(=O)Nc2cc(C)on2)c2c(=O)n(C)c(=O)n(C)c2n1 | -10 | -6 | ? | 0.0 | 4 | -19 | 1 | 14 | -1
COc1ccc(NC(=O)c2cccs2)c([N+](=O)[O-])c1 | 7 | 3 | -3.6% | 0.7 | 0 | -6 | -6 | -8 | -5
CCOC(=O)c1ccc(N2CCOCC2)c(NC(=O)c2c(-c3ccccc3)noc2C)c1 | 3 | -6 | 2.3% | -1.5 | 5 | -15 | 7 | 0 | -7
O=[N+]([O-])c1ccc(CSc2ccc(S(=O)(=O)N3CCCC3)cn2)cc1 | -26 | -7 | 1.3% | 1.6 | 4 | -9 | -28 | 5 | -5
O=C(CSc1nnc(-c2ccc3c(c2)OCO3)o1)Nc1ncc(Cl)cc1Cl | -13 | -9 | 3.0% | 1.9 | 1 | -6 | -4 | 11 | 0
NC(=O)c1oc2ccccc2c1NC(=O)Cc1ccccc1 | -11 | 3 | -0.3% | 1.0 | 1 | 10 | -27 | 1 | -4
CN(/N=C/c1cccc(Br)c1)C1=NS(=O)(=O)c2ccccc21 | 3 | 0 | -0.8% | -1.6 | 4 | -15 | 6 | -5 | -1
CN(C)CCCN(C(=O)CCSc1ccccc1)c1nc2cc3c(cc2s1)OCO3 | 5 | -4 | 0.4% | 0.4 | 28 | -21 | -19 | 15 | 8
Cc1ccccc1CN1CCC(CNC(=O)c2cc3ccc4cccnc4c3[nH]2)CC1 | . | -4 | -1.9% | 0.6 | 9 | -22 | -3 | -12 | 16
Nc1c(C(=O)Nc2cccc(F)c2)nnn1-c1ccc2c(c1)OCCO2 | 0 | -7 | -1.9% | -0.3 | 6 | -15 | -5 | 0 | 1
O=C(Cc1ccccc1)NC(=S)Nc1ccc(OC(F)F)cc1 | 13 | -1 | 0.9% | 0.4 | 11 | 1 | -14 | -9 | -4
CC(SCC(=O)Nc1ccc(F)cc1)c1nc2ccccc2c(=O)[nH]1 (stereo not drawn) | -6 | 0 | 3.5% | 0.2 | 4 | -20 | -7 | 2 | 4
CC(C)C(=O)Nc1cccc(C(=O)Nc2ccccc2C(=O)O)c1 | -1 | -2 | 0.0% | -0.9 | 0 | -7 | 17 | 2 | 3
Cc1ccc(NC(=O)CNc2cccc(S(=O)(=O)N3CCOCC3)c2)cc1F | -6 | -7 | 1.0% | -0.2 | 10 | -5 | -9 | 6 | -1
O=C(NCC1CCCO1)C(Cc1ccccc1)N1C(=O)C2C3C=CC(C4CC34)C2C1=O (stereo not drawn) | 17 | 0 | 1.7% | 1.0 | -1 | 6 | . | -6 | -7
Cc1nnc(SCCC(=O)Nc2ccc(F)cc2)s1 | 15 | -2 | -1.1% | -0.9 | 1 | 0 | 1 | -3 | -1

A second format for 11 compounds above:
Molecule	D2 antag	D1 PAM	RXFP1 agonist	D2 agonist	D1 ag	RXFP1 antagonist	D1 antag	D2 potentiator	TRHR PAM
NC(=O)c1oc2ccccc2c1NC(=O)Cc1ccccc1	-11	3	-0.3%	1.0	1	10	-27	1	-4
CN(/N=C/c1cccc(Br)c1)C1=NS(=O)(=O)c2ccccc21	3	0	-0.8%	-1.6	4	-15	6	-5	-1
CN(C)CCCN(C(=O)CCSc1ccccc1)c1nc2cc3c(cc2s1)OCO3	5	-4	0.4%	0.4	28	-21	-19	15	8
Cc1ccccc1CN1CCC(CNC(=O)c2cc3ccc4cccnc4c3[nH]2)CC1	.	-4	-1.9%	0.6	9	-22	-3	-12	16
Nc1c(C(=O)Nc2cccc(F)c2)nnn1-c1ccc2c(c1)OCCO2	0	-7	-1.9%	-0.3	6	-15	-5	0	1
O=C(Cc1ccccc1)NC(=S)Nc1ccc(OC(F)F)cc1	13	-1	0.9%	0.4	11	1	-14	-9	-4
CC(SCC(=O)Nc1ccc(F)cc1)c1nc2ccccc2c(=O)[nH]1 (stereo not drawn)	-6	0	3.5%	0.2	4	-20	-7	2	4
CC(C)C(=O)Nc1cccc(C(=O)Nc2ccccc2C(=O)O)c1	-1	-2	0.0%	-0.9	0	-7	17	2	3
Cc1ccc(NC(=O)CNc2cccc(S(=O)(=O)N3CCOCC3)c2)cc1F	-6	-7	1.0%	-0.2	10	-5	-9	6	-1
O=C(NCC1CCCO1)C(Cc1ccccc1)N1C(=O)C2C3C=CC(C4CC34)C2C1=O (stereo not drawn)	17	0	1.7%	1.0	-1	6	.	-6	-7
Cc1nnc(SCCC(=O)Nc2ccc(F)cc2)s1	15	-2	-1.1%	-0.9	1	0	1	-3	-1

More results
SMILES | D2 antag | D1 PAM | RXFP1 agonist | D2 agonist | D1 ag | RXFP1 antagonist | D1 antag | D2 potentiator | TRHR PAM
O=C(NC1CCCCC1)c1ccccc1NC(=S)NC(=O)C1CCC1 | 8 | -7 | 1.8% | -2.3 | 1 | 8 | -23 | 3 | -2
O=C(N/N=C/C=C/c1ccccc1[N+](=O)[O-])c1ccncc1 | 11 | -3 | 0.2% | 0.3 | 0 | -14 | 0 | -10 | -1
O=c1[nH]nc(-c2ccc(NCCO)c([N+](=O)[O-])c2)c2ccccc12 | -10 | -3 | -2.3% | -0.2 | 0 | 6 | 1 | 13 | 2
O=C(CC(c1ccccc1)c1cc(Br)ccc1O)N1CCCC1 (stereo not drawn) | -5 | -4 | 0.9% | -1.3 | 0 | -13 | . | 2 | -6
COc1cc(C(C)=O)ccc1OCc1nnc(-c2ccccc2Br)o1 | -17 | -3 | 1.0% | -0.1 | 1 | -2 | 4 | -16 | 20
COc1ccc2[nH]c(=O)c(COC(=O)c3cccs3)cc2c1 | 10 | -4 | ? | -0.4 | 1 | . | -16 | 3 | 7
COCc1c(C(=O)Nc2ccc3nc(N4CCOCC4)sc3c2)oc2ccccc12 | -20 | -5 | -0.5% | 0.1 | 5 | ? | 0 | 21 | -2
COc1cc2c(cc1OC)CN(c1nc(-c3cccnc3)nc3ccccc13)CC2 | 23 | -2 | 2.5% | -0.8 | 1 | -8 | 2 | 12 | 2
CCCCc1ccc(NC(=O)CN2C(=O)C3CCCCC3C2=O)cc1 (stereo not drawn) | 8 | -5 | 0.9% | 0.4 | 1 | ? | -10 | 1 | -3
COc1ccc(NC(=O)Cn2nnc(C(=O)NCc3ccccc3)c2N)cc1Cl | -13 | -4 | 0.1% | 0.1 | 3 | -10 | 5 | -6 | -7
COc1cc(/C=N/O)ccc1OCc1ccccc1Cl | -10 | 1 | -0.1% | 1.9 | 0 | -1 | . | 4 | -1
CC(=O)C1=C(C)NC(SCC(=O)c2ccc(-c3ccccc3)cc2)=C(C#N)C1c1cccnc1 (stereo not drawn) | 3 | -7 | 5.2% | 1.0 | 4 | . | -23 | -5 | 1
CCn1c(SCC(=O)OC)nnc1C1CCCCC1 | 0 | -4 | -4.3% | 0.3 | 3 | -6 | 20 | 2 | 6
COc1ccc(-c2nc3sc(CCNC(=O)C(=O)Nc4ccc(C)c(F)c4)c(C)n3n2)cc1 | . | -1 | 4.6% | 1.0 | 0 | 3 | . | 0 | 14
Cc1cc(C)c(C#N)c(SCc2ccccc2)n1 | -6 | -1 | -1.3% | 0.8 | 1 | -21 | -15 | 15 | 2
Cc1ccc(NC2c3ncccc3C(=O)N2c2ccccc2C)cc1C (stereo not drawn) | -1 | 1 | 0.1% | -0.1 | 1 | 5 | 0 | -1 | -5
Cc1nn(C(=O)CNS(=O)(=O)c2ccccc2)c(C)c1Sc1ccc(Cl)cc1 | -4 | -3 | 1.6% | -0.6 | 3 | . | 0 | 13 | 5
Nc1ccc2c(c1)Oc1ccccc1C=C2 | -12 | 0 | -0.1% | 0.1 | 10 | 3 | 8 | 3 | -5
O=C(c1ccccc1)c1cc2cc(Cl)ccc2[nH]1 | -2 | 0 | 3.1% | 0.0 | 1 | -6 | -1 | 2 | -2
Cc1ccc(C)c(SCC(=O)NC2CCS(=O)(=O)C2)c1 (stereo not drawn) | 19 | 11 | -0.3% | -0.5 | 0 | 0 | 6 | 5 | -8
Cn1c(=O)[nH]c(=O)c2c1nc(N1CCCC1)n2CCO | -1 | 3 | -0.6% | -0.6 | 2 | -14 | 0 | 1 | -4
O=C(O)CCC(=O)NN1C(=O)c2ccccc2NC1c1ccco1 (stereo not drawn) | 7 | 0 | 1.2% | -0.3 | 2 | 15 | -10 | -1 | 2
O=C(NNC(=O)C1CCC1)c1ccc(Cl)cc1 | 4 | -7 | 2.8% | -0.3 | 20 | 4 | -23 | 14 | 2
COc1ccccc1CN1CCN(Cc2ccco2)CC1 | -22 | -1 | 0.1% | -0.4 | 1 | -1 | -3 | -20 | 7
COc1ccc2nc(C)cc(SCC(=O)N/N=C/c3c(OC)ccc4ccccc34)c2c1 | 5 | -5 | 4.1% | -0.4 | 2 | 6 | -8 | 8 | -1
